Compound activity (PubChem BioAssay)
Kir21 inh = blocks the mouse Kir2.1 inward-rectifier potassium channel | P35561 | HEK293-Kir2.1, FluxOR thallium flux fluorescence; active compounds read low | B-score at 10 µM | 0.85% of 310,000 active | AID 1672;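 active = fluorescence ratio B-score at or below minus 3 SD of library scores, with starting-brightness B-score within 2 SD, cut at about -4.2 in these data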;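 note: channel flux triggered by added potassium and thallium sulfate stimulus; B-score of peak minus minimum fluorescence over baseline after thallium stimulus; more negative B-score means stronger Kir2.1 block with less thallium influx; some compounds called inactive have numbers as strong as hits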
Target sequence (P35561 whole entry, looked up): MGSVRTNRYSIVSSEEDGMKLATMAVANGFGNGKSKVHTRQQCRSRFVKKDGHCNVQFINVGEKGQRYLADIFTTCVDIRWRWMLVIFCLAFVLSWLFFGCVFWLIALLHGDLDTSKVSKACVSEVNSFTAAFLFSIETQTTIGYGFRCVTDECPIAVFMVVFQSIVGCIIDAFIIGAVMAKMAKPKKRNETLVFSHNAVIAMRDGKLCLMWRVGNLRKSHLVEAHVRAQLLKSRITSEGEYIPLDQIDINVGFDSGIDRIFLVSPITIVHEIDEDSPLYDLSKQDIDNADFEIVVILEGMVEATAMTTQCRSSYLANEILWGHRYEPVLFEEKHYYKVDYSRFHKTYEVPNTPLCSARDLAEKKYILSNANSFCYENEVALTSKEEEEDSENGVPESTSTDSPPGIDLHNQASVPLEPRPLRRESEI
STK33 inh = human STK33 kinase inhibition. Q9BYT3. purified STK33, MBP phosphorylation, ADP-Glo luminescence. inhibition, % at 10 µM. 0.073% of 320,000 active. AID 2661;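 active = inhibition at or above 25%, using the most active replicate where run in duplicate; inactive = inhibition below 25%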
Target sequence (Q9BYT3 whole entry, looked up): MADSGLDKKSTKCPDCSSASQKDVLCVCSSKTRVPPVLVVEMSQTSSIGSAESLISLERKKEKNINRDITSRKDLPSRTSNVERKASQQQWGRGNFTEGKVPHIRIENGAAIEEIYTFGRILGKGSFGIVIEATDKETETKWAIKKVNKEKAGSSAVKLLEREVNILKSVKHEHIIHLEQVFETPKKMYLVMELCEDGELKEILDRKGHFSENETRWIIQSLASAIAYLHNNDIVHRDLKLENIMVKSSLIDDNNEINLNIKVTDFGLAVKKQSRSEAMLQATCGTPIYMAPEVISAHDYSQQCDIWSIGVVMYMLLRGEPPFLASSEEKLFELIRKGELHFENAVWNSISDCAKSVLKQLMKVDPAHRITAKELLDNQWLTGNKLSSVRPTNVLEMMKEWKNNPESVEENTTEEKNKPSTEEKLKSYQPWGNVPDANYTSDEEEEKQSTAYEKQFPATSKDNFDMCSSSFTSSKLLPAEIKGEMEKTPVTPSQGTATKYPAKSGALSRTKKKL
Starred values were filed as active, the others as inactive; . = not tested or not shown.

compound,Kir21 inh,STK33 inh
O=C(CN=C1NS(=O)(=O)c2ccccc21)OCC(=O)c1ccccc1,-2.1,-1.1
COC(=O)CN(c1nc(C)c(Cl)c(OC)n1)S(=O)(=O)c1ccc(C)cc1,-1.8,-0.4
O=C(O)c1ccc(NC2=C(Cl)C(=O)c3ccccc3C2=O)cc1,-9.1*,1.1
CN1CCN(C(CNS(=O)(=O)c2ccc(F)cc2)c2cccnc2)CC1 (stereo not given),-1.1,3.3
Cc1cc[n+](-c2nc([O-])sc2/C=N/Nc2ccc([N+](=O)[O-])cc2)cc1,0.33,-1.6
O=C(COC(=O)/C=C/c1cccc(C(F)(F)F)c1)NCc1cccs1,.,-1.0
COc1ccc(CN(C)c2ncnc3sccc23)c(OC)c1OC,-0.09,-0.6
CN1C(=O)Cc2cc(S(=O)(=O)N3CCN(c4cccc(C(F)(F)F)c4)CC3)ccc21,-0.59,0.2
O=S(=O)(Nc1cccc(Oc2ccc(Cl)cc2)n1)c1ccc(F)cc1,2.1,-1.8
Cc1cccc(NC(=O)CSc2nnc(CNC(=O)c3ccco3)n2C)c1,0.42,-0.9
O=C1NCCN1Cc1ccccc1,-1.1,-0.7
FC(F)(F)c1ccccc1/C=N/n1c(C2CCCCC2)n[nH]c1=S,-0.04,-1.0
O=C(c1ccccc1)c1cccn1CC(=O)N1CCN(c2ccc(F)cc2)CC1,1.5,-0.8
CCOc1ccc(NC(=O)NNC(=O)C2CCC(C(C)(C)C)CC2)cc1 (stereo not given),0.07,0.0
O=C(CN1C(=O)c2cccc([N+](=O)[O-])c2C1=O)N1CCN(c2ccc(F)cc2)CC1,0.04,-0.1
NC(=O)c1cc(N2C(=O)C=CC2=O)ccc1Cl,0.34,0.5
O=C(c1cccc(F)c1)N(Cc1nc2ccccc2c(=O)[nH]1)C1CCCC1,1.9,-0.3
CCn1c2ccccc2c2nc3cc(S(=O)(=O)N4CCOCC4)ccc3nc21,0.11,.
Cc1ccc(F)cc1NC(=O)CCOc1ccccc1,1.8,-0.9
CCCOc1ccc(/C(O)=C2/C(=O)C(=O)N(CCCOC)C2c2cccnc2)cc1 (stereo not given),1.4,0.0
CN(CC(=O)Nc1ccc(Cl)cc1)C(=O)C1=COCCO1,-2.1,-1.7
O=C(Nc1ccccc1-c1ccccc1)c1cccc([N+](=O)[O-])c1,0.05,0.1
Cc1ccc(C2NC(=O)c3ccccc3N2)s1 (stereo not given),-0.19,-1.1
O=C(C1CCN(S(=O)(=O)c2ccc(-n3cnnn3)cc2)CC1)N1CCN(c2ccccc2)CC1,0.75,-1.6
O=c1c2ccsc2ncn1Cc1cccc(C(F)(F)F)c1,0.41,-0.1
O=c1[nH]c(=S)[nH]c2sccc12,-1.1,-1.7
COc1ccc(N2CCN(C(=O)C3CCC(Cn4c(=S)[nH]c5ccccc5c4=O)CC3)CC2)cc1 (stereo not given),-0.22,0.8
Cc1cccnc1CCNC(=O)CCc1nnc(CCc2ccccc2)o1,0.55,-0.8
COc1ccccc1NC(=O)CSc1nnc(-c2ccccn2)o1,0.66,0.5
CCOC(=O)Cn1cnc2c(nnn2-c2ccccc2)c1=O,-0.41,-0.9
COc1cc(C(=O)OCC(=O)Nc2ccc(C)cc2)cc(OC)c1OC,-0.03,-1.0
O=C(NNC(=O)c1ccc([N+](=O)[O-])cc1Cl)c1ccncc1,0.84,0.2
OC(CN1CCN(Cc2ccc3c(c2)OCO3)CC1)c1c[nH]c2ccccc12 (stereo not given),1.5,.
Cc1cc(OC(=O)c2c(F)cc(F)cc2F)nc(C)n1,0.11,-4.3
COc1ccccc1CNC(=O)[C@H](Cc1c[nH]c2ccccc12)NC(=O)[C@@H]1Cc2ccccc2CN1,0.36,0.7
CCn1c(SCCC(=O)Nc2ccccc2)nnc1-c1ccc(OC)cc1,-0.2,-1.2

Complete entries, looked up by structure:
Entry for O=C(c1cccc(F)c1)N(Cc1nc2ccccc2c(=O)[nH]1)C1CCCC1 : Kir21 inh: 1.9; STK33 inh: -0.3
Entry for Cc1cccnc1CCNC(=O)CCc1nnc(CCc2ccccc2)o1 : Kir21 inh: 0.55; STK33 inh: -0.8

Next results
compound,Kir21 inh,STK33 inh
Cc1ccc(N2CCN(C(=S)c3ccc(-c4cccc([N+](=O)[O-])c4)o3)CC2)cc1,0.54,0.7
Cc1ccc(C)c(N2CCN(CC3CCCCC3)CC2)c1,0.28,0.5
CCOc1ccc(NC(=O)C(c2ccccn2)N(C(=O)CCl)c2ccc(F)cc2)cc1 (stereo not given),-0.8,0.3
O=C(COC(=O)c1cccnc1Cl)Nc1cc(S(=O)(=O)N2CCCCC2)ccc1Cl,1.5,-0.5
Nc1ccc2nc(SCc3cccc(F)c3)sc2c1,0.51,-3.3
Cc1c(C(=O)Nc2nccs2)oc2ccc(Br)cc12,.,0.5
CC(=O)Nc1ccc(NC(=O)C(c2ccccc2)c2ccccc2)cc1,-1.9,-1.5
COc1ccc2c(c1OC)C(=O)N(c1ccc(C)cc1)C2=O,0.63,-0.9
Cc1cccc(C(=O)OCC(=O)c2c(N)n(CC(C)C)c(=O)n(C)c2=O)c1[N+](=O)[O-],-1.8,-0.3
CC[n+]1ccc(C)c2cc(SC(F)(F)F)ccc21,-1.1,0.7
Fc1ccccc1Oc1nc(-c2ccncc2)nc2ccccc12,0.07,-1.1
COc1ccc(NC(=O)CCSc2nnc(C)s2)cc1,2.6,0.8
CC(C)(C)c1cc(C(=O)N/N=C/c2ccc(O)cc2)n(-c2ccccc2)n1,-0.75,0.0
Nc1c(-c2ccc(F)cc2)cnn1C1CCS(=O)(=O)C1 (stereo not given),0.51,-3.4
Cc1ccc(-n2c(CCc3ccccc3)nnc2SCC(=O)NCc2ccccc2)cc1C,-0.85,0.3
Cc1ccc(N(CN2C(=O)C3CC=CCC3C2=O)C(=O)c2ccco2)cc1Cl (stereo not given),-0.64,-0.6
O=C(Nc1cccc(-c2nnc(-c3ccccc3)o2)c1)c1ccc(Br)o1,0.05,1.7
O=C1CC2(CCN(S(=O)(=O)c3ccccc3)CC2)Oc2ccccc21,-0.01,-0.7
Cc1ccc(NC(=O)c2cccc(S(=O)(=O)N(C)c3ccccc3)c2)cc1S(=O)(=O)N1CCOCC1,0.81,0.4
COc1ccc(C(C(=O)NC2CCCC2)N(CCCO)C(=O)Cn2nnc(-c3ccc(C)o3)n2)cc1 (stereo not given),-0.02,-1.5
Cc1ccccc1N1CC(C(=O)Nc2ccc(S(=O)(=O)N3CCCC3)cc2)CC1=O (stereo not given),0.53,-0.8
Cc1cc(Cl)ccc1NNC(=O)CCc1ccccc1,1.3,-2.3
Cc1cccc(NC(=S)NC(NC(=O)OCc2ccccc2)C(Cl)(Cl)Cl)c1 (stereo not given),0.76,-0.6
CNC(=S)NNc1nc(C)cc(C)n1,0.02,2.1
COc1ccc(OC)c(/C=N/n2c(C)nc3ccccc3c2=O)c1,-0.05,0.8
Nc1cccc(Oc2cnccn2)c1,0.84,-1.0
O=C(Nc1ccccc1)Nc1ccccn1,1.9,0.2
O=C(COc1ccc2c3c(c(=O)oc2c1)CCC3)NCCN1CCOCC1,2.5,0.7
CC(C)OC(=O)c1nnc(-c2ccccc2)nc1OC(C)C,0.81,-1.2
CS(=O)(=O)c1ccc(Cl)c(NC(=O)Cc2ccccc2F)c1,-0.33,-0.7
CCOC(=O)/C(=C/C=C1\Sc2cc(C)c(C)cc2N1CC)C(C)=O,-11,.
COc1ccc2cc(C(c3nnnn3C3CCCCC3)N3CCCCCC3)c3nnnn3c2c1 (stereo not given),-0.06,-2.4
O=C(Nc1nnc(-c2ccncc2)o1)c1ccc2ccccc2c1,0.56,-0.2
O=C(NCCNS(=O)(=O)c1ccccc1Cl)c1cc(OCC(F)(F)F)ccc1OCC(F)(F)F,0.88,0.1
O=C(CC(NS(=O)(=O)c1ccc(Cl)cc1)c1ccco1)N1CCc2ccccc21 (stereo not given),1.3,1.7
O=S(=O)(c1ccc2ccccc2c1)N1CCN(Cc2ccccn2)CC1,-0.02,-0.3
O=C(COC(=O)C1(c2ccccc2)CC1)NNC(=O)c1ccccc1,0.88,-0.7
Cn1cccc1C(=O)NCc1ccc(Cl)cc1,0.04,-0.8
COc1cccc(OCCOCCN(C)CCO)c1,0.95,-0.8
COc1ccc(/C=C(/NC(=O)c2ccc(C)cc2)C(=O)NCC2CCCO2)cc1 (stereo not given),1.4,-1.9
CC1CCN(Cc2cc(=O)oc3cc4c(cc23)CCCC4)CC1,0.02,-0.9
CC(=O)CCC(=O)OCC(=O)c1ccc(C(F)(F)F)cc1,1.8,0.2
CN=C1SC(CC(=O)Nc2c(C)cccc2C)C(=O)N1/N=C/c1cccs1 (stereo not given),1.3,-1.8
Cc1c(C)c2cc(Cl)c(O)c(CN(C)C)c2oc1=O,-0.8,-1.4
COc1ccc(O)c(C(=O)c2cnc3c(c2)c(=O)[nH]c(=O)n3C)c1,-0.44,1.9
CSc1ccccc1-c1nc(-c2ccncc2)no1,0.33,0.1
O=c1oc2c3c4c(cc2c2c1CCC2)OCCN4CCC3,.,-0.2
NC(=O)NC(=O)CSc1nc(C2CCCCC2)n(-c2ccccc2)n1,1.2,-1.3
COC(=O)c1sccc1NC(=O)c1c(-c2ccccc2)noc1C,-2.6,-0.2
CCOC(=O)CNc1cccc(C(F)(F)F)c1,1.2,-1.9
CCC1CCCCN1CCCNC(=O)c1ccc2c(c1)N(Cc1ccc(F)cc1)C(=O)c1ccccc1S2=O (stereo not given),-2.9,-0.4
CCN(CC)CCNC(=O)c1ccc(Cl)c(S(=O)(=O)Nc2ccccc2OC)c1,-0.02,0.4
Cc1ccc(C)n1-c1ccc(-c2nnco2)cc1,-2.1,0.6
N#C/C(=C\c1c[nH]c2ccc(Br)cc12)c1ccccn1,1,0.6
CC1CCCC(C)N1C(=O)COc1ccc(C(=O)Nc2ccccc2N2CCOCC2)cc1 (stereo not given),0.47,-0.5
Cc1ccc(S(=O)(=O)CC2CSc3nc(N)cc(=O)n32)cc1 (stereo not given),0.81,1.9
O=c1cc(NCc2ccccc2)nc2ccccn12,0.42,1.1
Cc1ccc2c(c1)N(C(=O)CCC(=O)NCc1cccnc1)CCO2,-0.52,-0.5
CC(=O)N1c2ccc(S(=O)(=O)N3CCCC(C(=O)Nc4cccc(F)c4)C3)cc2CC1C (stereo not given),-0.01,-0.4
O=C(Nc1ccon1)c1sc2cc(F)ccc2c1Cl,.,-1.1

(continued)
compound,Kir21 inh,STK33 inh
CC(=O)c1cnn(-c2c(Cl)cc(Cl)cc2Cl)c1C,2,0.0
CC(C)NC(=O)N(C)C[C@H]1Oc2c(NC(=O)Nc3ccccc3)cccc2C(=O)N([C@H](C)CO)C[C@@H]1C,.,0.5
CC(C)=CCC[C@](C)(O[C@@H]1O[C@H](CO[C@@H]2OC[C@H](O[C@@H]3OC[C@@H](O)[C@H](O)[C@H]3O)[C@H](O)[C@H]2O)[C@@H](O)[C@H](O)[C@H]1O)C1CC[C@]2(C)C1[C@H](O)CC1[C@@]3(C)CC[C@H](O)C(C)(C)C3[C@@H](O)C[C@]12C (stereo not given in full),.,-0.7
CN(CC(=O)Nc1ccc(Cl)c(C(F)(F)F)c1)C(=O)Cc1ccsc1,-2.5,-0.5
Cc1sc(NC(=O)c2ccco2)c(C(Nc2ccccn2)c2ccccc2)c1C (stereo not given),-1.4,-0.6
Cc1ccc(S(=O)(=O)N2CCN(C(=O)N(C)C)CC2)cc1C,-0.97,-0.1
Cc1ccc(N(CN2CCCC2=O)C(=O)c2ccc(OC(C)C)cc2)cc1,0.61,-0.8
O=C(O)c1ccc2c(c1)C(=O)N(c1ccc(C(=O)OCC(=O)c3ccccc3)cc1)C2=O,0.73,-0.6
O=C(O)c1ccc(CNCc2cccc(OCc3ccc(F)cc3)c2)cc1,-0.56,-1.4
CC(C)(C)N1C(=O)[C@H]2[C@@H](c3ccc(Br)cc3)N3C(=O)N(c4cccc(Br)c4)C(=O)[C@@]3(Cc3ccccc3)[C@H]2C1=O,-1,-2.0
CC(=O)c1ccc(S(=O)(=O)NC2CC(=O)N(c3cccc(F)c3)C2)cc1 (stereo not given),-1.1,-1.7
Cc1cc(=O)[nH]c(SCC(=O)Nc2ccccc2[N+](=O)[O-])n1,-0.01,-1.7
COc1ccc(NC(=S)N(CCN(C)C)Cc2cccs2)cc1,-1.5,-2.5
COc1ccc(C(=O)Nc2cc(OC)cc3cccnc23)cc1,-0.39,-0.3
COc1cccc2sc(Nc3nc(-c4ccncc4)cs3)nc12,-0.26,-1.8
CCCC(=O)Nc1ccc(Cl)c(NC(=O)c2ccc([N+](=O)[O-])cc2Cl)c1,3,-1.1
N#Cc1ccc(CSc2nnc(Nc3ccccc3)s2)cc1,0.06,0.0

Gathered by group: those above with a cyano group (2)
compound,Kir21 inh,STK33 inh
N#C/C(=C\c1c[nH]c2ccc(Br)cc12)c1ccccn1,1,0.6
N#Cc1ccc(CSc2nnc(Nc3ccccc3)s2)cc1,0.06,0.0
